# MC4R ag barr: MC4R agonists recruiting beta-arrestin, primary screen, cell-based, luminescence, agonist arm of biased-ligand search; U2OS MC4R beta-arrestin complementation; percent of melanotan II response, DMSO zero; activation, % at 8.9 µM; hit rate 0.98% among 360,000; AID 540308, 2011;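 active means activation above a per-plate cutoff, the mean activation of sample wells on that plate plus 3 SD, cut at about 8% in these data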
# CaV13 ICDI inh: Disruptors of the CACNA1D IQ motif to Ca2+-dependent inactivation inhibitor domain association, primary screening, Förster resonance energy transfer in intact living …. inhibition, % at 12.3 µM. hit rate 0.098% among 340,000. HEK cells, CFP/YFP FRET ICDI-IQ, plate reader, 10 min; percent FRET-ratio fall versus neutral wells;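 active means mean replicate inhibition of at least 30% and at least 1% of replicates passing that level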;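 further: 0% = median of the neutral control wells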
# N-glyco inh: increase of ERlucT glycosylation luciferase signal, primary screen, N-linked glycosylation inhibitor project, D54 ERlucT cells, luminescence, set 2; reporter increase, % at 12.5 µM; D54 ERlucT glycosylation luciferase reporter, 24 h; percent of 100 nM tunicamycin response; hit rate 0.23% among 360,000;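 active means mean luciferase reporter signal, scaled so untreated is 0 and the glycosylation-blocking control 100, at or above a set limit in every replicate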;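 further: luciferase carries N-glycosylation sites so blocking glycosylation raises the light; 0% = median of neutral control wells and 100% = median of 100 nM tunicamycin wells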
# ABCB6 inh MLPCN: ABCB6 transporter inhibitors, primary screen, K562-ABCB6 cells, flow cytometry, MLPCN library; K562-ABCB6 porphyrin accumulation, 1 h; hits give low values; fluorescence ratio to DMSO, % at 10 µM; hit rate 0.19% among 360,000; AID 602162, 2011;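 active means fluorescence ratio to DMSO below 75%, the collection mean minus 3 SD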;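 further: signal is porphyrin accumulated inside mitochondria; 100% equals median channel fluorescence of DMSO control wells; lower ratio means ABCB6 inhibition with less porphyrin fluorescence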
# Target sequence (Q9NP58 whole entry, looked up): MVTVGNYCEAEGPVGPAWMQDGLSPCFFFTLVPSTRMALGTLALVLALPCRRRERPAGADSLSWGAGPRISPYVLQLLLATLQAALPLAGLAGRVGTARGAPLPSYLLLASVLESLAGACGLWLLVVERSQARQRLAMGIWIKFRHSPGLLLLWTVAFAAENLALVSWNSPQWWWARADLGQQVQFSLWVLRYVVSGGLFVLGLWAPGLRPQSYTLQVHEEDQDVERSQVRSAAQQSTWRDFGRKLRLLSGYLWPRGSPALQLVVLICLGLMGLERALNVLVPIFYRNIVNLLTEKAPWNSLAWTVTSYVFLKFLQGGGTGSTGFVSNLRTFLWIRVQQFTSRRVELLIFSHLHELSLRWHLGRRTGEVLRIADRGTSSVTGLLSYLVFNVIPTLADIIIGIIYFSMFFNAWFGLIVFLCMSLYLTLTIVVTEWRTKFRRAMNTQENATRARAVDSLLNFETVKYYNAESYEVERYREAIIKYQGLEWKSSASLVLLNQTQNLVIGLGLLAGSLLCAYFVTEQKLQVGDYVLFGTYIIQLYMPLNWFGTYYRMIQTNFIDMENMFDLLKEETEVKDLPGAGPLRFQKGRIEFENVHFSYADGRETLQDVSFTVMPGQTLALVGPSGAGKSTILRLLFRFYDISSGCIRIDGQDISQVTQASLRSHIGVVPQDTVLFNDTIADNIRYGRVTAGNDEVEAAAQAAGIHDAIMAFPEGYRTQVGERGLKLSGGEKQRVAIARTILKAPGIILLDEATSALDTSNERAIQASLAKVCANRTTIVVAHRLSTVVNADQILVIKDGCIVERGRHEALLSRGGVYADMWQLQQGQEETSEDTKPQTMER
# MC4R antag cAMP: MC4R antagonists of cAMP signaling, primary screen, cell-based, TR-FRET, antagonist arm of biased-ligand search; MC4R-expressing cells, MTII-stimulated cAMP, LANCE TR-FRET; inhibition, % at 6.5 µM; AID 540295, 2011; Melanocortin receptor 4 (Homo sapiens), P32245; hit rate 0.48% among 360,000;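 active means inhibition above its plate's cutoff, the mean of tested wells on that plate plus 3 SD, cut at about 29% in these data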;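 further: 0% = Melanotan II alone and 100% = Melanotan II plus saturating MCL0020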
#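 System – human MC4R-expressing U2OS cells · Also added – Melanotan II · Dosing – one concentration, 6.5 µM nominal · Timing – 30-min compound, 1-h challenge, 1-h detection, room temperature · Measured by – Eu-cAMP/anti-cAMP TR-FRET, emission 671 nm · Replicates – singlicate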
# Granule exo inh: LAMP-1 surface exposure blockers, TALL-104 cells – cell-based, flow cytometry, MLPCN library, primary screen. TALL-104 LAMP-1 surface exposure; cells stimulated with thapsigargin and PMA. inhibition, % at 10 µM. hit rate 0.66% among 360,000. AID 651702, 2012;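 active means inhibition above about 55%, limit read from the data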
# PDI turbidity: inhibitors of human PDI, primary screen, biochemical, turbidity, single point, plate reader. Protein disulfide-isomerase (Homo sapiens), P07237. AID 588391, 2011. hit rate 0.052% among 350,000. inhibition, % at 10 µM. PDI insulin aggregation turbidity, A650, 90 min;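 active means mean inhibition across replicates of 30% or more, whatever share of single replicates reach that level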;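 further: absorbance from insulin aggregation driven by PDI reduction with DTT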
# ABHD5 PLIN5 PPI: ABHD5-PLIN5 interaction inhibitors, primary screen, cell lysate, split luciferase complementation, luminescence; Perilipin-5 (Homo sapiens) + 1-acylglycerol-3-phosphate O-acyltransferase ABHD5 (Homo …; Split G. princeps luciferase complementation, 4 h; inhibition, % at 4 µM; hit rate 0.78% among 360,000;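 active means inhibition above the mean inhibition across every tested compound plus 3 SD, cut at about 22% in these data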;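 further: 0% = DMSO only wells and the 100% control is not disclosed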
# HTR2A ag: mouse Htr2a agonists via beta-arrestin recruitment, primary screen, cell-based, luminescence; hit rate 0.66% among 360,000; AID 624169, 2012; 5-hydroxytryptamine receptor 2A (Mus musculus), P35363; CHO-K1 mHTR2A beta-arrestin complementation; percent of 30 µM serotonin response; activation, % at 7.6 µM;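 active means activation above a run cutoff, the mean activation of all tested compounds plus 3 SD, cut at about 14% in these data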;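 further: 0% = plate median of compound wells and 100% = 30 µM serotonin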
# H9c2 protect: cardioprotection against H2O2-induced cell death, primary screen, uHTS, H9c2 cells, ATPLite luminescence | H9c2 cardiomyocytes, H2O2 injury protection, 2 h | protection from H2O2 cell death, % at 20 µM | hit rate 0.63% among 360,000 | AID 588492, 2011;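 active means compounds giving at least 50% protection of heart cells from peroxide-induced death in the single-dose screen, raw or plate-pattern-corrected value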;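 further: 0% = DMSO wells with peroxide and 100% = DMSO wells without peroxide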
# * = called active by the depositor; / = not tested or not shown. Not a hit list; any-hit rate near 4.2%.
SMILES,MC4R ag barr,CaV13 ICDI inh,N-glyco inh,ABCB6 inh MLPCN,MC4R antag cAMP,Granule exo inh,PDI turbidity,ABHD5 PLIN5 PPI,HTR2A ag,H9c2 protect
Cc1ccc(C(=O)CSc2ccccn2)cc1,-1.0,/,-4,104,1,2,1,-1,-5,-6
CCCNC(=O)Cn1cnc([N+](=O)[O-])n1,-1.9,-3,1,93,11,-5,0,2,1,6
Nc1ccn([C@@H]2O[C@H](CNCc3cnc(N4CCOCC4)s3)[C@@H](O)[C@H]2O)c(=O)n1,-2.9,-11,-1,101,3,1,12,0,-1,5
O=C(CCCCCCN1C(=O)c2ccccc2C1=O)N1CCC(c2ccccc2)C1 (configuration not stated),-1.2,0,-1,99,5,0,3,-2,-6,-3
CN(CC(=O)Nc1ccccc1Br)C(=O)c1n[nH]c2ccccc12,1.4,-6,1,103,-3,-2,-4,-9,4,0
O=C(COC(=O)c1cnccn1)NCc1ccc(Cl)cc1,-1.4,7,0,93,2,0,6,-2,4,-4
CC(C)CC(=O)NC(NC(=S)Nc1ccccc1)C(Cl)(Cl)Cl (configuration not stated),1.8,-4,3,92,-2,1,1,-1,2,-7
NCCCCC(C(=O)O)N(C(=O)OCc1ccccc1)C(=O)OCc1ccccc1 (configuration not stated),/,/,1,94,/,0,/,-5,0,2
Cc1cnc(NC(=O)c2ccc(-c3nc4ccccc4s3)o2)s1,-2.0,-4,4,96,1,2,0,-4,-2,41
CSCCC(NC(=O)c1ccc(Cl)cc1Cl)C(=O)N1CCCCCCC1 (configuration not stated),-0.1,-2,-2,96,8,1,-5,10,3,-4
CCc1ccc(-c2nnn(Cc3nn[nH]n3)n2)cc1,-1.1,-5,1,97,8,2,1,4,-2,-2
CCOC(=O)c1c(N)sc2c(OC)c(Br)ccc12,0.1,-3,3,91,-3,-3,3,-18,-4,3
Cc1nn(C(=O)Cn2ccc([N+](=O)[O-])n2)c(C)c1Cl,-2.0,-19,1,92,3,10,-12,3,-3,0
C=CCn1c(SCC(=O)NCC2CCCO2)nnc1-c1ccncc1 (configuration not stated),4.4,-1,0,104,-3,-4,1,6,-2,-3
CCOC(=O)C1CCCN(c2c(N3CCC(N4CCCCC4)CC3)c(=O)c2=O)C1 (configuration not stated),0.4,-5,-1,96,-3,39,-10,5,4,4
CCN(C(=O)COC(=O)CNC(=O)c1cccs1)c1c(N)n(Cc2ccccc2)c(=O)[nH]c1=O,-0.9,-2,0,98,4,9,-4,9,-2,9
O=C(/C=C/c1ccccc1Cl)NCc1cccs1,-2.8,-5,0,99,-1,0,2,-6,-3,-9
Cc1ccc(NC(=S)NCc2ccc(F)cc2)cc1,2.1,3,0,101,19,-5,-1,-7,-4,-7
COCCNC(=O)c1c(C)cc(C)cc1C,-3.0,-5,2,102,10,1,-5,0,0,-6
O=C(CC[C@H]1O[C@@H](n2ccc(=O)[nH]c2=O)[C@H](O)[C@@H]1O)N[C@H](Cc1ccccc1)C(=O)NCc1ccccc1,/,-5,-3,100,/,-3,/,0,8,1
CCC(=O)Oc1oc(-c2ccccc2)nc1C=Nc1ccc(C)cc1,-2.1,-5,2,98,11,11,-4,2,2,3
COc1ccc(C(N)=O)cc1NC(=O)CC(O)(C(F)(F)F)C(F)(F)F,0.3,-11,2,102,11,4,-1,-2,-5,6
O=C(O)[C@@H]1CCCN1S(=O)(=O)c1cccc2cccnc12,-1.3,-12,3,94,-1,-4,1,3,9,6
Cc1ccc(CNc2nnnn2C)cc1,-0.8,-20,1,102,-8,-1,-6,0,4,5
COc1cc(N=Nc2ccccc2C(=O)O)ccc1O,-2.3,-22,-3,99,11,4,-2,5,1,0
O=C(NCCCn1ccnc1)c1cc(Cl)cc(Cl)c1,-0.7,-3,0,94,12,-9,3,0,1,2
O=C(Nc1cc(F)ccc1F)c1ccc2c(=O)n3c(nc2c1)CCC3,-0.8,-5,0,93,2,-13,14,-1,11,3
CCc1cc2cc(OC)ccc2nc1SCC(=O)Nc1cc(OC)c(OC)cc1C(=O)O,-1.1,-13,1,97,6,2,2,-1,2,9
COc1ccc(-c2nc3c([nH]2)c(=O)n(C)c(=O)n3C)c(OC)c1,-0.5,-9,1,99,-13,1,-18,-4,0,3
Cc1nc2ccccc2c2c1CC(C)S2 (configuration not stated),-1.0,-2,-1,87,8,-2,-4,2,1,8
CCc1ccc(N(C(=O)c2csnn2)C(C(=O)NCc2ccccc2)c2ccco2)cc1 (configuration not stated),-0.6,-4,-4,97,4,2,4,0,-1,-2
Cn1nccc1C(=O)NC(=S)Nc1cc(Cl)cc(Cl)c1,-2.7,-3,0,108,-3,6,3,-6,-8,-5
CSc1ccc(S(=O)(=O)NCC(=O)OCC(=O)NCc2cccs2)cc1[N+](=O)[O-],-3.0,-4,3,101,14,18,3,3,-7,-5
Cc1nn(-c2ccccc2)c2sc(C(=O)NNC(=O)COc3cccc4ccccc34)cc12,25*,-8,2,98,4,7,5,-3,1,0
COc1ccc(CC(=O)N2CCOCC2)cc1,-1.5,-5,1,94,3,-2,-7,1,0,-8
CCCCSc1nc(C(=O)O)cc(=O)[nH]1,1.9,-3,1,100,4,1,7,-4,1,2
O=C(c1cc(F)c(F)cc1Cl)N1CCN(c2ncccn2)CC1,-0.2,-5,0,98,-3,-4,4,5,4,-4
Cc1ccc(CNC(=O)c2ccccc2NC(=O)CN2CC(C)OC(C)C2)cc1 (configuration not stated),-1.4,-3,0,101,2,-24,0,-7,2,1
Cc1ccc(C(=O)Oc2ccc(/C=C3\C(=N)N4N=C(N5CCOCC5)SC4=NC3=O)cc2)cc1,-0.6,-7,2,99,9,4,/,4,12,-12
CC(=O)Oc1ccc(-c2nc3c(C)cccc3c(=O)o2)cc1,0.9,-3,0,95,-5,9,5,-2,-4,-2

# Sorted by molecular weight (lowest first): three of the compounds above
SMILES,MC4R ag barr,CaV13 ICDI inh,N-glyco inh,ABCB6 inh MLPCN,MC4R antag cAMP,Granule exo inh,PDI turbidity,ABHD5 PLIN5 PPI,HTR2A ag,H9c2 protect
Cn1nccc1C(=O)NC(=S)Nc1cc(Cl)cc(Cl)c1,-2.7,-3,0,108,-3,6,3,-6,-8,-5
CCc1ccc(N(C(=O)c2csnn2)C(C(=O)NCc2ccccc2)c2ccco2)cc1 (configuration not stated),-0.6,-4,-4,97,4,2,4,0,-1,-2
Cc1nn(-c2ccccc2)c2sc(C(=O)NNC(=O)COc3cccc4ccccc34)cc12,25*,-8,2,98,4,7,5,-3,1,0

# Continuation:
SMILES,MC4R ag barr,CaV13 ICDI inh,N-glyco inh,ABCB6 inh MLPCN,MC4R antag cAMP,Granule exo inh,PDI turbidity,ABHD5 PLIN5 PPI,HTR2A ag,H9c2 protect
CC(C)Oc1ccc(CCNC(=O)CC2C(=O)NCCN2C)cc1 (configuration not stated),4.3,-6,0,99,-5,-1,-9,9,3,1
Cc1nnc(SCC(=O)NC2CC2)s1,-0.7,/,0,103,2,-2,-4,-4,-5,-1
O=C(/C=C/c1cccc([N+](=O)[O-])c1)n1cnc2ccccc21,-0.9,-1,-10,100,7,1,6,23*,2,2
CCOC(=O)C1=CCN(S(=O)(=O)c2ccccc2Br)C1c1cccc(C)c1 (configuration not stated),/,-3,-5,94,/,-4,/,1,0,1
CCOC(=O)c1nn(-c2ccc(F)cc2)c(=O)cc1OCC(=O)Nc1cccc(C)c1,1.1,-7,-3,99,7,-1,-3,-6,0,-6
CC(=O)C(Cc1cnc(Cl)s1)(Cc1cnc(Cl)s1)C(C)=O,-0.7,/,0,105,1,0,-4,1,0,5
O=C(CSc1nnc(CNC(=O)c2ccc(F)cc2)o1)NCc1ccccc1Cl,0.1,-4,0,101,16,-3,-52,-8,4,4
Cc1cccc(NC(=O)CN(C)S(=O)(=O)c2cccc3nsnc23)c1C,-1.4,/,-2,99,-5,-3,0,3,0,2
CCc1cc2c(=O)n(-c3ccc(Br)cc3)cnc2s1,4.6,-4,-1,94,7,2,2,0,-2,-5
Cc1cc(N(C)C(=O)c2ccc3c(c2)S(=O)(=O)c2cc(Cl)ccc2C3=O)c(C(F)(F)F)o1,-0.9,-5,5,95,3,-6,0,-5,0,4
Cc1cccc(NC(=O)CSCC(=O)N(C)Cc2c(F)cccc2Cl)c1,-1.7,-6,-2,98,4,0,-5,-2,-1,-8
COc1ccc(C(=O)Nc2ccc(Nc3ccccc3)cc2)cc1[N+](=O)[O-],0.6,-20,8,98,-10,25,2,-9,-4,-12
Cc1c(NC(=O)CCC2CCCCC2)cc(C(=O)N2CCOCC2)cc1[N+](=O)[O-],4.4,4,-1,97,-4,-5,8,6,-3,3
Cc1c(OC(C(=O)O)c2ccccc2)ccc2c(-c3ccccc3)cc(=O)oc12 (configuration not stated),0.7,-5,-2,98,6,2,-2,-1,0,18

# Structural class, those above containing an aryl methoxy group.
SMILES,MC4R ag barr,CaV13 ICDI inh,N-glyco inh,ABCB6 inh MLPCN,MC4R antag cAMP,Granule exo inh,PDI turbidity,ABHD5 PLIN5 PPI,HTR2A ag,H9c2 protect
CCOC(=O)c1c(N)sc2c(OC)c(Br)ccc12,0.1,-3,3,91,-3,-3,3,-18,-4,3
COc1ccc(C(N)=O)cc1NC(=O)CC(O)(C(F)(F)F)C(F)(F)F,0.3,-11,2,102,11,4,-1,-2,-5,6
COc1cc(N=Nc2ccccc2C(=O)O)ccc1O,-2.3,-22,-3,99,11,4,-2,5,1,0
CCc1cc2cc(OC)ccc2nc1SCC(=O)Nc1cc(OC)c(OC)cc1C(=O)O,-1.1,-13,1,97,6,2,2,-1,2,9
COc1ccc(-c2nc3c([nH]2)c(=O)n(C)c(=O)n3C)c(OC)c1,-0.5,-9,1,99,-13,1,-18,-4,0,3
COc1ccc(CC(=O)N2CCOCC2)cc1,-1.5,-5,1,94,3,-2,-7,1,0,-8
COc1ccc(C(=O)Nc2ccc(Nc3ccccc3)cc2)cc1[N+](=O)[O-],0.6,-20,8,98,-10,25,2,-9,-4,-12
